MBNL1-CUG inh – inhibitors of human MBNL1 binding to CUG repeat RNA | TR-FRET MBNL1-His/biotin-(CUG)12 binding, 665/545 ratio | Potency, µM (series often up to 57.5 µM), for inactives: top-dose activity change, negative = inhibition, actives largely listed as inhibitors | actives 0.036% (n = 280,000); active means well fitted inhibition curve with a large enough effect in the signal ratio, with a control signal flat, not every such curve was filed as active; inconclusive means small, poorly fitted or top-dose-only effect, or effect the other way, or a change in a side signal; inactive means no such curve, though single readings can be large or run the other way; the % refers to the signal ratio; further: on the % scale 0 is the no-effect control and ±100 the full control effect
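Compounds (final 92 nM to 58 uM) are added to His-tagged MBNL1 and biotin-(CUG)12, then terbium anti-His antibody and streptavidin-XL665 (5 nM final). After 60 min at room temperature, the 665/545 nm ratio is read.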
FLuc modulator – firefly luciferase modulation, counter-screen for miR-21 project; actives 6.9% (n = 360,000); Potency, µM (series often up to 57.5 µM), for the others: at the top dose activity change, negative = inhibition, hits mostly inhibitors; purified FLuc, Km substrates, luminescence inhibition;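 further: plate controls were vehicle for no effect and reference inhibitor for full effect; nearly all actives have a fitted effect of over 55% in size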
Target sequence (P08659 whole entry, looked up): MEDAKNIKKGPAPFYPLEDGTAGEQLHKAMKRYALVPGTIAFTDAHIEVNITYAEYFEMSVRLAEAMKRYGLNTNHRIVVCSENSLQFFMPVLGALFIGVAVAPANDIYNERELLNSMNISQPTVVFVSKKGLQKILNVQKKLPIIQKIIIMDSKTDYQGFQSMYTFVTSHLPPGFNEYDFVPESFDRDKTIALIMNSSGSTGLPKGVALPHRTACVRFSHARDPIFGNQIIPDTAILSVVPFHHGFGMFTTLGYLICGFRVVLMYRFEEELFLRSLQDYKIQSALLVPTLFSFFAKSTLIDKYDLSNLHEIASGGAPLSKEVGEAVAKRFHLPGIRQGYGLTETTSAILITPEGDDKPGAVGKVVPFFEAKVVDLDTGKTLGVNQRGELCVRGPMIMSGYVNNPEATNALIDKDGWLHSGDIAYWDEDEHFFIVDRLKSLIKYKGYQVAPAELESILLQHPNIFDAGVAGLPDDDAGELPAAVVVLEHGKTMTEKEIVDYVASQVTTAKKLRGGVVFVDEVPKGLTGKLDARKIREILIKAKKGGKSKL
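Biochemical qHTS of compounds, final roughly 60 µM downward over six points, against 10 nM purified firefly luciferase using Km concentrations of substrates (10 uM D-luciferin, 10 uM ATP) in Tris acetate pH 7.5 buffer; luminescence output.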
ELG1 genotoxic – inducers of genotoxicity in HEK293T ELG1-luciferase cells; HEK293T ELG1-luciferase reporter, luminescence, 16 h; Potency, µM (titrated, usually from 46 µM), inactives show at the top dose activity change, positive = activation, usual class: activators; actives 1.3% (n = 330,000); AID 504466; further: % of control where 0% means no effect; nearly all actives have a fitted effect of over 60% in size
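After overnight (16 hr) compound treatment at 37 °C, ELG1-luciferase HEK293T cells were lysed with ONE-Glo; luminescence quantified 30 min later at room temperature.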
RORg inh – inhibitors of mouse ROR gamma transcriptional activity. P51450. Drosophila S2 Gal4-RORgamma UAS-luciferase reporter, 20 h. Potency, µM (top dose mostly 53.6 µM), inactives show top-dose activity change, negative = inhibition, most hits filed as inhibitors. actives 5.4% (n = 310,000). AID 2551; further: on the % scale 0 is the no-effect control and ±100 the full control effect; nearly all actives have a fitted effect of over 60% in size
Target sequence (P51450 whole entry, looked up, the tested form may be a part): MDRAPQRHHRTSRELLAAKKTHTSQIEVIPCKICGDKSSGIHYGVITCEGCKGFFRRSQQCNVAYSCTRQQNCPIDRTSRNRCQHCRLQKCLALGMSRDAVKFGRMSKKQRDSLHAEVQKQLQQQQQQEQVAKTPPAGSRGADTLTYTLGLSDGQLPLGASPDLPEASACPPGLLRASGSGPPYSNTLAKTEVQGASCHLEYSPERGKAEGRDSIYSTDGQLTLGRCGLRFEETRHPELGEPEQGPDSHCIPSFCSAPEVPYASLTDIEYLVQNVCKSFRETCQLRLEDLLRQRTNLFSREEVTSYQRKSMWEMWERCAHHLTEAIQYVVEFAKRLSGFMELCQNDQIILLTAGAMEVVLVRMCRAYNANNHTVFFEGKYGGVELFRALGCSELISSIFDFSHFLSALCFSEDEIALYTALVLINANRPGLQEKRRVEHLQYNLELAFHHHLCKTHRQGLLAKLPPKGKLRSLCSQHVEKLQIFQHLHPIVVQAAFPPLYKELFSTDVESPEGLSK
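Using a luciferase readout, inhibitors were identified by reduced reporter activity in Drosophila cells coexpressing a copper-inducible Gal4–ROR gamma fusion and UAS-driven Photinus luciferase, incubated 20 hr after 700 uM copper sulfate.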
p53 reactivation – re-activators of mutant p53; Potency, µM (doses to about 92.2 µM), without a hit: at the top dose activity change, positive = activation, most hits filed as activators; actives 0.063% (n = 320,000); H1299 p53-A138V BP100-luciferase reporter, luminescence, 24 h; further: % of control where 0% means no effect; nearly all actives have a fitted effect of over 45% in size
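H1299 (p53-null), stable ts p53-A138V + BP100-Luc; 1000 cells/well, Opti-MEM/10% FBS; cpd 4 pt, 1:5; 24 h, 37 deg C, 5% CO2; detection reagent 10 min RT; luminescence.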
uPA surface inh – cell surface uPA generation inhibition | actives 0.31% (n = 330,000) | Potency, µM (series often up to 38.3 µM), without a hit: top-dose activity change, negative = inhibition, actives largely listed as inhibitors | cell surface uPA generation assay, qHTS; active means well fitted inhibition curve with a large enough effect; inconclusive means small, poorly fitted or top-dose-only effect; inactive means no such curve, though single readings can be large or run the other way; tested in mouse RAW 264.7 cells; further: on the % scale 0 is the no-effect control and ±100 the full control effect; nearly all actives have a fitted effect of over 55% in size
CXXC DNA block – blocks binding of human MLL CXXC domain to DNA; Q03164; MLL-CXXC / FITC-HOXA9 DNA fluorescence polarization; Potency, µM (series often up to 115 µM), for the others: top-dose activity change, negative = inhibition, hits mostly inhibitors; actives 0.037% (n = 290,000); active means well fitted inhibition curve with a large enough effect in the polarisation, with a control signal flat, not every such curve was filed as active; inconclusive means small, poorly fitted or top-dose-only effect, or effect the other way, or a change in a side signal; inactive means no such curve, though single readings can be large or run the other way; the % refers to the polarisation
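Steps: dispense CXXC domain solution (7 uM) → pin compounds or unlabeled HOX-A9 DNA control → 5 min ambient → add FLSN-HOX-A9 solution (50 nM) → spin → 30 min ambient → fluorescence polarization. Tris pH 7.5/NaCl/DTT/BSA buffer.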
BRCA1 expr up – activators of BRCA1 expression | MCF7-BRCA1-FFLuc reporter, luminescence, 48 h; response scale: scaled: vehicle 0%, 10 µM genistein 100% | Potency, µM (titrated, usually from 46.1 µM), for inactives: at the highest dose activation, hits mostly activators | actives 1.1% (n = 380,000) | AID 624202; further: nearly all actives have a fitted effect of over 80% in size; some results filed as inactive show a strong effect at the top dose
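Activators of BRCA1 expression were detected as increased firefly luciferase luminescence in engineered MCF7 cells after 48 h compound incubation. Signals were scaled to genistein 10 microM as full activation.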
VP16 counter – inhibits Gal4-VP16 luciferase reporter, ROR gamma counter-screen. Drosophila S2 Gal4-VP16 UAS-luciferase, luminescence, 20 h. Potency, µM (series often up to 53.6 µM), for inactives: top-dose activity, negative = inhibition, usual class: inhibitors. actives 3.5% (n = 310,000);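 further: Gal4-VP16 expression switched on by copper sulfate through the metallothionein promoter; on the % scale 0 is the no-effect control and ±100 the full control effect; nearly all actives have a fitted effect of over 50% in size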
Rab9 promoter act – activators of Rab9 promoter | Huh7 Rab9 promoter-luciferase reporter, luminescence, 24 h | Potency, µM (top dose mostly 9.22 µM), for the others: top-dose activation, negative = inhibition, actives largely listed as activators | actives 2.8% (n = 320,000) | AID 485297; further: % of control where 0% means no effect; nearly all actives have a fitted effect of over 60% in size
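Huh7 cells stably carrying a Rab9 promoter-luciferase reporter, 1500 cells per well in OP-MEM I with 10% FBS, treated with compound 24 hours at 37C. Luciferase activity read by luminescence after 10 minutes with Amplite reagent.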
NPC1 prom act – activates the NPC1 promoter | Huh7 NPC1 promoter luciferase reporter, 24 h | Potency, µM (doses to about 9.22 µM), for inactives: at the top dose activation, usual class: activators | actives 2.4% (n = 320,000) | AID 485313;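 further: % of control where 0% means no effect; nearly all actives have a fitted effect of over 60% in size; reporter is driven by a mutant NPC1 promoter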
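Readout is luciferase luminescence, reflecting NPC1 promoter activation in stably transfected Huh7 cells after 24 h compound exposure at 37 °C in reduced-serum medium with 10% FBS.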
* marks the source's active call; other numbers are inactive results; ? = inconclusive; . = no result given; & = joins results of further samples; ! = not active in a repeat; [ ] = another dose, or the depositor's remark. Unless noted, the call rests on the fitted dose curve; in most records, active means well fitted curve in the direction sought with a large enough effect; inconclusive means small, poorly fitted or top-dose-only effect, or another doubt; inactive means no such curve, though single readings can be large; an effect the other way counts as inactive or inconclusive. Potency means the concentration at half of the fitted maximal effect.

SMILES	MBNL1-CUG inh	FLuc modulator	ELG1 genotoxic	RORg inh	p53 reactivation	uPA surface inh	CXXC DNA block	BRCA1 expr up	VP16 counter	Rab9 promoter act	NPC1 prom act
CCOc1ccc(C2(C#N)CC[N+](C)(C)CC2)cc1	2%	2%	0%	0%	-1%	-1%	-6%	-2%	-2%	-7%	1%
Cn1c(O)c(C(c2ccncc2)c2c(O)n(C)c(=S)n(C)c2=O)c(=O)n(C)c1=S	-4%	2%	0%	-6%	-2%	2%	5%	12%	4%	-13%	-3%
CSc1nc2ccc(C)cc2c(=O)n1-c1cccnc1	6%	3%	1%	14%	-5%	2%	25%	-4%	9%	-8%	3%
COc1ccc(-n2c(=O)[nH]c3ccccc3c2=O)c(OC)c1	-12%	-18%	0%	-2%	-3%	1%	-5%	8%	-2%	-1%	3%
Cc1ccccc1-c1cc(C(=O)NCc2cccs2)n(CC2CC(c3cccnc3)=NO2)n1 (configuration not stated)	.	-1%	-11%	.	-14%	?	.	-24%	.	-3%	15%
COCCOC(=O)C1=C(N)OC(C)=C(C(=O)OC)C12C(=O)Nc1ccccc12 (configuration not stated)	-8%	9%	1%	-5%	-2%	15%	0%	0%	-10%	-5%	-4%
CC(=O)Nc1ccccc1C(=O)OCC(=O)c1ccc2ccccc2c1	?	12µM*	-11%	42%	5%	.	3%	3%	-3%	.	26%
O=C1CC(=O)N(Cc2ccccc2)C(=O)N1CCCCCCN1C(=O)CC(=O)N(Cc2ccccc2)C1=O	-23%	-19%	0%	1%	2%	0%	-13%	6%	0%	-2%	0%
CCCN(CCC)C(=O)Cc1c(-c2ccc(Cl)cc2)nc2c(Cl)cc(Cl)cn12	.	-1%	5%	.	-3%	7%	2%	4%	.	-4%	-8%
O=[N+]([O-])CCO	.	5%	3%	17%	-3%	3%	.	2%	4%	-2%	-3%
O=C(Nc1ccccc1Cl)OC1CN2CCC1CC2 (configuration not stated)	4%	-7%	2%	0%	-4%	-2%	-8%	0%	-5%	-2%	-1%
CC(C)CNc1c2c(nc3ccccc13)CCC2	-1%	7%	-7%	-19%	0%	-10%	-14%	-24%	-4%	-6%	-2%
CCCc1nc2ccccc2c(=O)n1-c1ccc(OC)cc1	-5%	-1%	-3%	2%	-9%	1%	-2%	-9%	3%	7%	7%
Cc1c(N=Nc2c(O)[nH]c(=O)[nH]c2=O)c(=O)n(-c2ccccc2)n1C	?	0%	-2%	-13%	1%	-3%	8%	-6%	5%	0%	-5%
C[C@@H]1CCC(=O)N(CC[C@H](Sc2ccc(Br)cc2)c2ccccc2)CC1	.	-5%	2%	.	-13%	?	.	-41%	.	-4%	-3%
CN1CC(C(=O)c2cccc(C(F)(F)F)c2)C(c2ccc(Cl)cc2)C1 (configuration not stated)	4%	-1%	4%	-22%	-7%	-6%	22%	-27%	-7%	-5%	-2%
[O-]c1ccccc1-[n+]1c(-c2ccccc2)cc(-c2ccccc2)cc1-c1ccccc1	.	4%	-4%	.	-17%	?	.	-65%	.	-22%	-20%
Nc1ccc2c3c(cccc13)CC2	4%	-1%	-4%	-13%	16%	-15%	-11%	-87%[inhibitor]	-15%	1%	0%
Cc1ccsc1C(=O)C1CCCN(Cc2ccc(O)cc2)C1 (configuration not stated)	-17%	0%	-1%	-6%	-1%	.	-9%	-1%	-2%	-11%	0%
O=C(O)Cc1cnc[nH]1	.	.	.	.	.	-2%	4%	-12%	.	-1%[46.1 µM]	0%[46.1 µM]
Cc1nc2ccccc2c2c1C(=O)N(c1cccc(C(=O)O)c1)C2=O	?	-18%	4%	25%	3%	3%	-4%	3%	-2%	-4%	1%
CCCCCSc1cc(OC)c(CCN)cc1OC	-4%	-2%	-2%	7.1µM*	-26%	-8%	0%	-62%	?	0%	-7%
CCCNC(=O)N1[C@H]2CC[C@@H]1C(C(=O)OC)=C(c1ccc(C(C)=O)cc1)C2	.	4%	4%	.	-3%	9%	.	2%	.	-2%	0%
Cc1cc(O)c2c(c1)OC(C)(C)C1=C2CC(C)CC1 (configuration not stated)	-2%	-1%	-5%	-21%[1.91 µM]	.	4%	4%	-36%	-24%	3%	-9%
Cc1c(OCC(F)(F)F)ccnc1CS(=O)c1nc2ccccc2[nH]1 (configuration not stated)	-8%&-1%	13µM*!	13%	11µM*!	24%	21%	10%&-1%&4%&-2%	-22%	?	4µM*	2.8µM*
(next part)
SMILES	MBNL1-CUG inh	FLuc modulator	ELG1 genotoxic	RORg inh	p53 reactivation	uPA surface inh	CXXC DNA block	BRCA1 expr up	VP16 counter	Rab9 promoter act	NPC1 prom act
COc1ccc(CCn2c(O)c(C=NCCN3CCCCC3)c(=O)[nH]c2=O)cc1OC	-1%	0%	1%	4%	2%	4%	0%	-3%	-1%	-2%	-1%
CC(C)(C)NC(=O)N1c2ccccc2Sc2ccccc21	-2%	0%	0%	21%	1%	14%	-9%	-7%	?	-5%	-4%
CCn1c(=O)n(CC)c2cc([N+](=O)[O-])c(N3CCNCC3)cc21	?	1%	11%	-16%	1%	-3%	-4%	-13%	-4%[10 µM]	-4%	-1%
O=C(C1CCN(S(=O)(=O)c2cccnc2)CC1)N1CCN(c2ccc(Cl)cc2)CC1	-7%	1%	-6%	?	-7%	?	-3%	-26%	?	-22%	-10%
Cc1c(/C=N/O)c2ccccc2n1C	-8%	-6%	1%	19%	4%	-6%	28%	21%	1%	-10%	-5%
COc1ccc(NC(=O)N2C[C@@H]3C[C@@H](C2)c2cccc(=O)n2C3)cc1	9%	0%	1%	4%	6%	4%	1%	8%	3%	-3%	0%
COC(=O)C1=C(c2ccc(C(C)=O)cc2)C[C@@H]2CC[C@H]1N2C(=O)NCC1CC1	.	0%	2%	.	7%	7%	.	0%	.	-1%	-5%
O=c1c(-c2ccccc2)c(O)c2ccccc2n1-c1ccccc1	-10%	-1%	-3%	-3%	-8%	-2%	41%[activator]	-15%	-8%	7%	-3%
Brc1ccccc1OCCCN1CCOCC1	-1%	?	7%	-18%	?	.	-10%	75%	4%	23%	2%
Clc1ccc2c(c1)C(c1ccccc1Cl)=NCc1nnc(N3CCN(CCSc4ccccc4)CC3)n1-2	3%	-6%	-10%	12%	0%	-11%	6%	-96%[inhibitor]	3%	-6%	0%
O=c1[nH]c(=S)n(-c2ccccc2F)c(O)c1C=NCCN1CCNCC1	-3%	-1%	5%	-3%	7%	6%	-6%	6%	-15%	-2%	-1%
Cc1ccc2[nH]c(C)c(CCNCc3ccco3)c2c1	-7%	3%	-6%	4%	-8%	-14%	13%	-3%	-13%	-4%	-1%
COc1ccc(C2=CC(c3ccc(OC)c(OC)c3)c3c(c4ccccc4oc3=O)O2)cc1OC (configuration not stated)	-5%	6%	5%	35%	-1%	?	24%	-46%	2%	-18%	-33%[inhibitor]
COc1ccc(CC(C)NCCc2ccc(OC)c(OC)c2)cc1 (configuration not stated)	-5%	0%	-4%	-21%	.	-5%	-2%	-1%	-11%	-8%	-7%
C=CCn1c(O)c(C(CC)=Nc2cccc(C(=O)O)c2)c(=O)[nH]c1=O	14%	?	-2%	-3%	8%	8%	-6%	-2%	5%	11%	3%
CCC(=NCc1cc(OC)cc(OC)c1)c1c(O)n(C2CCCCC2)c(=O)[nH]c1=O	-8%	0%	-8%	24%	2%	?	13%	-71%	?	-3%	-5%
c1nc(NC2CCCC2)c2[nH]cnc2n1	-9%	-2%	-5%	24%	1%	?	-8%	15%&18%	1%	-7%	1%
CCOC(=O)C1C2c3ccccc3O[C@@]1(C)N=C1SCC(=O)N12 (some centres not stated)	-22%	-3%	-4%	-9%	-6%	9%	4%	-1%	-2%	8%	2%
CC(C)(C)c1o[nH]c(=O)c1CC(N)C(=O)O (configuration not stated)	.	0%	-3%	.	2%	-11%	2%	13%	.	-3%[46.1 µM]	3%[46.1 µM]
COC(=O)C1=C(c2ccccc2OCc2ccccc2)C[C@@H]2CC[C@H]1N2C(=O)NCCOc1ccc(OC)cc1	.	0%	-6%	.	-7%	7%	.	0%	.	-3%	-5%
CC(C)(C)NC(=S)/N=C(\N)N[N+](=O)[O-]	-1%	3%	-2%	10µM*	-3%	-3%	-13%	4%	?	0%	-2%
CC(C)NS(=O)(=O)c1ccc(OCC(=O)N2CCN(Cc3ccc4c(c3)OCO4)CC2)c(Cl)c1	-3%	0%	-8%	-24%	2%	.	-1%	-58%	?	-12%	0%
S=C(Nc1ccc(Br)cc1Cl)N1CCC2(CC1)OCCO2	-10%	?	17%	-26%	12%	-9%	-4%	77%	2%	24%	18%

These rows are one share of the data; the hit share may differ from the screen's.
